S100A4 inh HTS: inhibitors of S100A4-myosin IIA peptide binding, primary screen, biochemical, fluorescence polarization, TAMRA-MyoIIA peptide; Protein S100-A4 (Homo sapiens), P26447; inhibition, % at 10.7 µM; hit rate 0.14% among 360,000;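 active = mean inhibition of at least 70% across replicates, with every replicate also reaching that level; inconclusive = mean inhibition reaches 70% but some replicates fall short; inactive = mean inhibition below 70%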
Target sequence (P26447 whole entry, looked up): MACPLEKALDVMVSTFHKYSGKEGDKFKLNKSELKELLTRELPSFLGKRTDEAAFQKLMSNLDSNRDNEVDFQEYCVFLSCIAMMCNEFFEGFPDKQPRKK
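Assay system: human S100A4 monomer with TAMRA-labelled myosin IIA peptide / Buffer or medium: Calcium-containing HEPES buffer, pH 7.2 / Reagent: TAMRA-labelled myosin IIA heavy-chain peptide probe, 5 nM / Compound: one dose per compound / Timing: polarization read 5 min after assay mix addition, stable 5–60 min / Benchmarks: neutral control DMSO, positive control TFP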
esBAF inh: Bmi1 luciferase reporter increase in mESCs, primary screen, esBAF inhibitor project, mouse ES cells, Bmi1 luciferase knock-in, single point; 24 h; 100% = twice the neutral-well signal; reporter increase, % at 12.5 µM; hit rate 2% among 350,000; AID 602393, 2012; in the data active = activation above about 40%; inconclusive = no clear call, values can overlap the other calls;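 note: 0% = median of the plate's neutral control wells and 100% = double that signal; a rise in the Bmi1 reporter signal indicates esBAF inhibition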
FN deposition inh: inhibitors of fibronectin matrix deposition, primary screen, AH1F cells, Alexa488-fibronectin fluorescence, plate reader. AH1F fibroblasts, overnight. inhibition, % at 12.6 µM. hit rate 0.086% among 350,000;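 active = mean inhibition across replicates of 30% or more, regardless of how many single replicates reach that level; inconclusive = mean under 30% yet at least half of replicates reach 30%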;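 note: positive control wells lacked labelled fibronectin entirely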
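Test system: AH1F fibroblast monolayer depositing Alexa488-labelled fibronectin into matrix. Input: 10000 cells per well. Technique: fluorescence, ex 485 nm, em 525 nm. Buffer or medium: DMEM plus 2% serum, read in PBS. Timing: 1 h cell adhesion before compound, then overnight fibronectin incubation. Compound: single dose, pinned. Read-out basis: inhibition from reduced deposited-fibronectin fluorescence.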
E-selectin induc: E-selectin induction in HUVECs, primary screen, imaging, HUVEC, immunofluorescence imaging, single point. P16581. normalized: neutral wells 0, TNF-alpha wells 100. activation, % at 7.58 µM. hit rate 0.37% among 260,000;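 active = mean E-selectin-positive cell signal at least 10% of the positive control, reached in at least 60% of replicates, without over 20% cell loss; inconclusive = no rule given, readout overlaps actives, possibly toxicity-flagged; inactive = the rest, including those meeting only one limit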;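 note: in these data hits start at about 27%; measured in HUVEC primary endothelial cells; signal is the percent of cells scored E-selectin positive by PE staining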
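assay system = HUVEC, human umbilical vein endothelial cells | input = 3,000 HUVEC seeded per well | medium = EGM-2 growth medium on 0.1% gelatin-coated wells | dosing = one compound dose added by pin transfer | signal = immunofluorescence imaging | read-out basis = % PE-positive cells | control set = TNF-alpha, DMSO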
RAD54 inh: inhibitors of human RAD54 branch migration, primary screen, biochemical, fluorescence, single point | DNA repair and recombination protein RAD54-like (Homo sapiens), Q92698 | RAD54 Holliday junction branch migration, FAM/BHQ fluorescence | inhibition, % at 10.4 µM | hit rate 0.14% among 360,000 | AID 602329, 2012;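 active = mean normalized replicate activity at least 40 and at least half of replicates scoring 40 or more; inconclusive = only one of the two criteria met; inactive = mean below 40 and under half of replicates reaching 40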;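 note: 0% = median of neutral control wells and 100% = median of positive control wells; inhibitors cause a drop in the FAM fluorescence signal; in these data hits start at about 50%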
Target sequence (Q92698 whole entry, looked up): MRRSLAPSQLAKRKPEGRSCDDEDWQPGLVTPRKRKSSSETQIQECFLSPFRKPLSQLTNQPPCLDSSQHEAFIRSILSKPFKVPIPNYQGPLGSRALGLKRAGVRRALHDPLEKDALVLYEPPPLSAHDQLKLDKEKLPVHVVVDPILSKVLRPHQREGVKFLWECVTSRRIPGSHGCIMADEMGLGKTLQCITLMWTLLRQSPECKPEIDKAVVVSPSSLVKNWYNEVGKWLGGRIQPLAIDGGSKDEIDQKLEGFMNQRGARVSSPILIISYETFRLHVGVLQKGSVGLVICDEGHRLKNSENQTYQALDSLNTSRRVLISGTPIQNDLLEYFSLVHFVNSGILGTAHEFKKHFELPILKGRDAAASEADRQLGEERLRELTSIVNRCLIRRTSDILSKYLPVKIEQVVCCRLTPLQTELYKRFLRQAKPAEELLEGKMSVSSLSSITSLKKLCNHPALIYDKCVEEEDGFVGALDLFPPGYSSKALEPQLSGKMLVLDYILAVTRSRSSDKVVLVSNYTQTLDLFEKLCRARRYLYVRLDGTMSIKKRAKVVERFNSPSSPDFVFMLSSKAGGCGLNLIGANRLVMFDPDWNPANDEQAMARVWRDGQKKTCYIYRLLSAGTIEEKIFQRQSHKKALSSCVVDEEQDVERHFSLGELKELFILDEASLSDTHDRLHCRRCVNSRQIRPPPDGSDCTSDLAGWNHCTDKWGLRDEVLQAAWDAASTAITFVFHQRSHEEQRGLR
Xi reactivation: activators of inactive X chromosome reactivation, primary screen, imaging, XiGFP fibroblasts, GFP high-content imaging, set 2; XiGFP mouse fibroblasts, % GFP-positive cells imaging, 3 d; cells co-treated with 5-aza-dC sensitizer; scaled so ellipticine positive control = 100%; activation, % at 7.58 µM; hit rate 0.055% among 360,000; AID 743238, 2013;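 active = mean normalized replicate activation at least 10% and every replicate at or above 10%; inconclusive = only one of the two criteria met; inactive = mean below 10% and not all replicates reach 10%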;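 note: 0% = median of on-plate neutral control wells and 100% = ellipticine 6 µM median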
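System: XiGFP fibroblasts, SV40-immortalized. Medium: DMEM plus 5-aza-dC sensitizer. Doses: single point. Timing: 3 d treatment, 15 min room-temperature fixation. Control set: ellipticine 6 µM.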
RAD52 anneal inh: RAD52 DNA annealing inhibitors, primary screen, biochemical, FRET, single point, set 2 | AID 651710, 2012 | hit rate 0.46% among 360,000 | DNA repair protein RAD52 homolog (Homo sapiens), P43351 | inhibition, % at 18.7 µM | recombinant RAD52 DNA annealing, FRET fluorescence;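 active = every replicate showing at least 50% inhibition; inconclusive = mean inhibition at least 50% but not in every replicate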
EWS-Fli block: EWS/Fli-driven NR0B1 reporter inhibitors, primary screen, A673 cells, NR0B1 luciferase, luminescence, MLPCN library; viability-normalised; inhibition, % at 12.6 µM; hit rate 0.67% among 350,000; AID 651661, 2012;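 active = mean inhibition of at least 50% after viability correction, with every replicate also passing that limit; inconclusive = mean reaches 50% but only one of two replicates passes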;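 note: firefly luciferase signal divided by Alamar Blue viability fluorescence both relative to DMSO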
* hit, by the source's call; ? = inconclusive; . = not tested or not shown.

SMILES	S100A4 inh HTS	esBAF inh	FN deposition inh	E-selectin induc	RAD54 inh	Xi reactivation	RAD52 anneal inh	EWS-Fli block
COc1ccc(S(=O)(=O)N(C)C[C@H]2Oc3cc(C4=CCCC4)ccc3S(=O)(=O)N([C@H](C)CO)C[C@@H]2C)cc1	-29	2	9	0.0	0	-0.9	4	35
NCCCCCNC(=O)c1[nH]cnc1C(=O)N[C@@H](Cc1ccccc1)C(=O)OCc1ccccc1	3	-6	-6	-0.3	7	-0.4	29	1
COC(=O)C[C@@H]1CC[C@@H]2[C@@H](COc3ccc(NS(=O)(=O)c4ccc(C)cc4)cc3C(=O)N2C)O1	2	8	-19	0.4	5	0.1	8	-5
COc1ccc(OCC(=O)N/N=C2/C=C(C)CC2)cc1	-1	.	12	.	.	-0.1	-18	-5
C(=NNC1=NCCN1)c1ccnc2ccccc12	10	.	-1	-0.1	.	0.2	40	-16
CCCN(C)C[C@H]1Oc2cc(C#CC(C)C)ccc2S(=O)(=O)N([C@H](C)CO)C[C@@H]1C	-3	.	20	-1.0	.	0.0	-34	5
CS(=O)(=O)N(CC(=O)NCc1cccnc1)C1CCCCC1	-1	.	-3	.	.	0.4	-10	0
CCOc1ccc(-c2cccc(NS(=O)(=O)c3ccc([N+](=O)[O-])cc3)c2)nn1	-4	4	-1	-1.3	-1	-0.1	-4	2
CC(=O)c1c(C)[nH]c(C(=O)COC(=O)c2nccnc2N)c1C	-1	8	-3	.	-10	0.0	-63	-8
Cc1ccc(CN2CCNC(=O)C2CC(=O)NCc2cc(C)n(C)n2)cc1 (configuration not stated)	5	3	8	.	-5	0.3	-18	.
O=C(C1CCCCC1)N1CC(=O)N2[C@@H](CO)[C@H](c3ccc(C#Cc4cccc(F)c4)cc3)[C@@H]2C1	-5	.	.	0.1	.	0.3	-25	.
COc1ccc(NC(=O)c2ccco2)cc1NC(=O)c1c(OC)cccc1OC	-2	6	7	.	2	0.0	-6	-3
O=C(O)CC1(CC(=O)Nc2ccc(Oc3cccc(C(F)(F)F)c3)nc2)CCCC1	-12	.	-12	14	4	0.4	-16	3
CC(C)(C)C(=O)O/N=C1\CCS(=O)(=O)c2sccc21	-4	.	9	.	.	0.1	-15	7
COc1ccc(NC(=O)Nc2cccc3c2O[C@H](CN(C)Cc2ccc(C(F)(F)F)cc2)[C@H](C)CN([C@@H](C)CO)C3=O)cc1	0	4	.	-0.6	-3	-1.2	-1	7
CCCCn1c(N)c(N(CCC(C)C)C(=O)c2c(CC)noc2C)c(=O)[nH]c1=O	-9	-2	3	4.9	-14	0.3	-4	-4
CCC(=O)N[C@@H]1CC[C@H](CCNC(=O)Nc2ccc(C(F)(F)F)cc2)O[C@H]1CO	92*	-19	-8	-0.4	-10	0.3	3	-3
Cc1cc(C)cc(N(CCC(=O)Nc2nnc(C3CC3)s2)S(=O)(=O)c2ccc(Cl)cc2)c1	-6	.	-3	0.8	.	0.1	-25	-3
Cc1noc(C)c1NC(=O)N(C)C[C@@H]1OCCCC[C@H](C)Oc2ccc(NC(=O)Cc3ccccc3)cc2C(=O)N([C@@H](C)CO)C[C@H]1C	1	1	.	-0.1	1	-0.3	11	4
Cc1ccc(OCCC(=O)OCc2csc(CC(=O)Nc3ccccc3C)n2)cc1	0	-8	-6	.	0	0.0	-50	-1
CN(C)c1ccc2c(c1)[C@@H]1C[C@H](CC(=O)NCc3cccc(F)c3)O[C@@H](CO)[C@@H]1O2	0	3	.	0.2	-3	0.3	-47	2
Cc1ccc(S(=O)(=O)N2C[C@H](O)COC[C@@H]3O[C@@H](CC(=O)NCc4ccc5c(c4)OCO5)CC[C@H]32)cc1	8	4	-6	0.2	-14	0.3	0	6
CCC(=O)Nc1ccc2c(c1)C(=O)N(C)C[C@@H](OC)[C@@H](C)CN(C(=O)c1ccc(F)cc1)[C@H](C)CO2	-6	3	-7	-0.5	9	0.6	-11	-1
Cc1cc([N+](=O)[O-])ccc1NC(=S)NC1CCCC1	-6	.	1	.	6	0.0	-10	-4
CS(=O)(=O)Nc1ccc2c(c1)[C@H]1C[C@@H](CC(=O)NCc3ccc(Oc4ccccc4)cc3)O[C@H](CO)[C@H]1O2	7	12	-4	0.3	-12	-0.1	7	20
CCn1cc(C(=O)NCC(OC)OC)c(=O)c2cc(S(=O)(=O)N(C)C3CCCCC3)ccc21	0	-8	-5	.	-10	0.0	2	24
N#C[C@H]1[C@@H](c2ccccc2)[C@H](CO)N1C(=O)Cc1ccccc1	3	-4	-3	0.1	-10	0.3	-23	-12
CCN(CC)CCn1c2c(c(SCC(=O)Nc3ccc(F)c(F)c3)nc1=O)CCC2	-2	0	-3	.	-5	-0.1	-8	2
CCOC(=O)c1cccc(NC(=O)c2ccc(NC(=O)C3CCCO3)cc2)c1 (configuration not stated)	-11	3	-2	.	-15	0.2	-11	26
N#Cc1cccc(NS(=O)(=O)c2ccccc2Cl)c1	-3	-1	4	-0.6	-12	-0.6	-9	-5

One compound at a time, as listed above. Order of values: S100A4 inh HTS	esBAF inh	FN deposition inh	E-selectin induc	RAD54 inh	Xi reactivation	RAD52 anneal inh	EWS-Fli block
Cc1cc(C)cc(N(CCC(=O)Nc2nnc(C3CC3)s2)S(=O)(=O)c2ccc(Cl)cc2)c1 in the list: -6	.	-3	0.8	.	0.1	-25	-3
CCN(CC)CCn1c2c(c(SCC(=O)Nc3ccc(F)c(F)c3)nc1=O)CCC2 in the list: -2	0	-3	.	-5	-0.1	-8	2

Further compounds.
SMILES	S100A4 inh HTS	esBAF inh	FN deposition inh	E-selectin induc	RAD54 inh	Xi reactivation	RAD52 anneal inh	EWS-Fli block
NC(=O)CC1C(=O)N(c2ccc(Cl)cc2)C(=S)N1NC(=O)c1cccc(F)c1 (configuration not stated)	6	5	6	0.9	-12	0.2	-8	-1
Cc1ccc(NS(=O)(=O)c2ccccc2[N+](=O)[O-])cc1S(=O)(=O)N1CCCCC1	-6	0	-1	-1.5	5	0.0	-12	-1
CCc1ccc(C)c(OC(=O)c2cncc(Br)c2)c1	-3	-5	4	.	0	2.5	-6	5
C[C@@H]1CN([C@@H](C)CO)C(=O)c2cc(NC(=O)Nc3ccc(C(F)(F)F)cc3)ccc2O[C@@H](C)CCCCO[C@@H]1CN(C)Cc1ccc(C(=O)O)cc1	-5	-2	.	0.3	-7	-0.7	4	-2
COc1ccc(S(=O)(=O)N(C)C[C@@H]2OCCCC[C@H](C)Oc3ccc(NC(=O)C4CCCCC4)cc3C(=O)N([C@@H](C)CO)C[C@H]2C)cc1	-5	-2	3	-0.1	-9	-0.1	-5	3
CC(=O)N1CCN(C(=O)c2cc(-c3ccc(C)o3)nc3ccccc23)CC1	1	3	3	.	0	0.7	-15	-37
Cc1ccc(Cn2cc(CCC(=O)O)c3ccccc32)cc1	-4	7	8	14	-16	0.0	-8	6
CCOC(=O)[C@]12CCC=C1N(Cc1ccc3c(c1)OCO3)C(=O)[C@H](CC(=O)N1CCSCC1)C2	6	.	-5	.	.	0.4	-12	9
CCC(=O)N1[C@@H]2c3cccc(=O)n3C[C@@H]2[C@@H](CO)[C@@H]1C(=O)N[C@@H](C)c1ccccc1	4	.	.	-0.7	.	0.0	5	12
CC[C@]1(C(=O)OC)[C@H]2C(=O)N(Cc3ccccc3)C(=O)[C@H]2[C@H]2CN=C(SCC3CC3)N21	2	-2	5	0.1	14	0.0	-1	-6
CC(=O)c1ccc(OCCCC(=O)NCCc2ccccc2)cc1	1	9	-5	-0.6	-4	0.0	-1	-12
CCOc1c2ccc(C(=O)N[C@H](C)C3CCCCC3)cc2nn1CC	37	-2	-2	0.0	-4	0.1	-16	1
Nc1c(Cl)cc(Cl)cc1C(=O)OCC(=O)N1CCOCC1	-2	.	.	.	.	0.0	-12	0
O=C(NCCCN1CCCC1=O)c1ccc([N+](=O)[O-])s1	3	.	6	4.5	0	0.0	3	3
COc1ccc(-c2ccc(CN3C(C(C)C)C(=O)N(Cc4cn(Cc5ccco5)nn4)CCS3(=O)=O)cc2)cn1 (configuration not stated)	-3	38	-6	.	-2	0.2	-11	5
CN1CCN(C(=O)C[C@H]2C[C@@H]3c4cc(NC(=O)Nc5ccc(F)cc5)ccc4O[C@@H]3[C@@H](CO)O2)CC1	4	3	-9	-0.2	-5	0.1	-1	-6
O=C(NC(=O)N1CCN(c2ccc([N+](=O)[O-])cn2)CC1)c1ccccc1F	-1	.	-1	23	-7	0.1	-12	-1
O=C(NCC[C@H]1CC[C@@H](NS(=O)(=O)c2ccc(F)cc2)[C@@H](CO)O1)Nc1ccc(Cl)cc1	-6	18	-6	-0.1	-2	0.0	-18	-50
COc1ccc(S(=O)(=O)Nc2ccc3c(c2)C(=O)N([C@H](C)CO)C[C@H](C)[C@H](CN(C)S(=O)(=O)c2ccc(Cl)cc2)O3)cc1	.	-7	.	?	11	0.0	.	2
CCOC(=O)CSc1nc2c(c(=O)[nH]c(=O)n2C)n1Cc1ccccc1	2	0	2	0.0	2	0.3	-14	1
O=C(NN=C1CCCC1)c1ccccc1[N+](=O)[O-]	1	9	5	.	-5	0.0	-7	17
Cc1ccc(S(=O)(=O)N2CCCCC2)cc1NC(=O)CNc1ccccc1N1CCCC1=O	-18	6	-12	-0.3	2	0.1	-21	11
CN(C)C(=O)CCc1ccc2c3c([nH]c2c1)[C@]1(CCc2ccccc2)[C@@H](C(=O)N2CCCCC2)C[C@H](CC(=O)NCc2cccc(C(F)(F)F)c2)C(=O)N1CC3	-3	20	-4	-1.8	6	0.0	-18	13
CCC(=O)Nc1ccc2c(c1)OC[C@H](C)N(C(=O)CN1CCOCC1)C[C@@H](C)[C@@H](OC)CN(C)C2=O	-8	-2	10	0.0	1	0.1	10	-2
O=C(Cn1c(=O)sc2ccccc21)Nc1nc2c(s1)CCCC2	.	10	-11	1.9	.	0.3	.	.
OC[C@@H]1CN(Cc2ccc(-c3ccccc3)cc2)C[C@H](n2cnc3c(NC4CCC4)ncnc32)O1	-8	-14	-4	0.0	10	0.1	-13	11
COc1ccc(NC(=O)Nc2ccc3c(c2)C(=O)N([C@@H](C)CO)C[C@@H](C)[C@@H](CN(C)Cc2ccncc2)OCCCC[C@@H](C)O3)cc1	14	-4	.	-0.2	0	-0.5	18	-3
Cc1ccc(C2=NN(CCC#N)C(=O)CO2)cc1	-1	-5	2	2.2	6	-0.1	-6	2
O=S1(=O)CCN(Cc2ccccc2)CC1	-5	.	.	-0.4	.	0.1	-2	0
